Source: PubChem
PrPC surface inh: inhibitors of human cell surface prion protein PrPC; P04156; TR-FRET read-out; inhibition, % at 13.8 µM; 370,000 compounds, 0.43% hits; AID 720596; in the data active = inhibition above about 24%; note: 0% = median of the test wells and 100% = reference compound wells
* marks the source's active call; other numbers are inactive results; & = joins results of further samples. Only part of the results is shown; count on the stated rates, not on these rows.

SMILES	PrPC surface inh
C#CCNC(=O)C[C@H]1C[C@@]2(C(=O)OC)C(=C[C@H](C3CCCC3)O[C@@H]2C)N(CCC2=CCCCC2)C1=O	-7
Cc1cccc(NC(=O)CSc2nnc(SCc3ccc(Cl)cc3)s2)c1	-4
COCC#Cc1ccc(CC[C@H]2O[C@H]3CC[C@@H](CO)O[C@H]3C[C@H]2n2cc(C(C)(C)O)nn2)cc1	-6
COC(=O)[C@]12C[C@H](CC(=O)NCC34CC5CC(CC(C5)C3)C4)C(=O)N(CCC3=CCCCC3)C1=C[C@H](C1CCCC1)O[C@@H]2C	-8
CCCC(=O)N1CCC[C@]2(CC[C@H](CCC(=O)OCC)O2)C1	2
Clc1ccc([C@H]2CC3CCC2N3)cn1 (stereo partly drawn)	3&9
Nc1[nH]c(C(=O)c2ccccc2)c(-c2cccc3ccccc23)c1C(=O)NCc1ccc(Cl)cc1Cl	0
COc1ccc2c(c1)Sc1ccc(Cl)cc1N2	4
C=CCN1C(=O)N(Cc2ccccc2)c2ccccc2S1(=O)=O	0
C[C@H]1C2CC(OC(=O)Nc3cccc(F)c3)C(C2)[C@H]2CCCCN21 (stereo partly drawn)	-8
CCCCCCCCN1C(=O)[C@@H](CC(=O)NCc2cccc(C(F)(F)F)c2)C[C@@]2(C(=O)OC)C1=C[C@H](C1CCCC1)O[C@@H]2C	-2
OC[C@H]1CC[C@@H]2O[C@H](CCc3ccc(-c4ccc(F)cc4)cc3)[C@H](n3cc(C4CC4)nn3)C[C@@H]2O1	-7
COc1ccc(Cc2nnc(NC(=O)CSc3ccc(Cl)cc3)s2)cc1OC	-7
C[C@H](O)[C@@H]1CN2CCc3c([nH]c4c(-c5ccccc5)cccc34)[C@@H]2C[C@@H]1N(C)CC1CCCCC1	-14
CCOc1cccc(-c2nnc(SCC(=O)Nc3ccc4c(c3)OCO4)n2N)c1	-1
CC(=O)C1(C(=O)Nc2cc(C)cc(C)c2)CC(c2ccccn2)=NO1 (stereo not drawn)	-7
CC(C)C[C@H]1COc2cc(NCCO)ccc2S(=O)(=O)N1	5
Cc1ccc(S(=O)(=O)N2C3CC(c4ccccc4)N(S(=O)(=O)c4ccccc4Cl)CC3C(=O)C[C@H]2c2ccccc2)cc1 (stereo partly drawn)	12
CCc1ccc(N2C=C(C(=O)OC)C(c3cccc4ccccc34)C(C#N)=C2N)cc1 (stereo not drawn)	1
CN(C)CC(=O)N[C@H]1C[C@@H]2O[C@H](CO)CC[C@@H]2O[C@@H]1CCc1ccc(-c2ccc(F)cc2)cc1	-14
CC(=O)N1C[C@@H](CN2C(=O)CCC2=O)[C@@H]2C[C@H]1c1ccccc1N2C	2
COC(=O)[C@@]12C[C@@H](CC(=O)N3CCCC3)C(=O)N(CCc3ccc(OC)c(OC)c3)C1=CCC(C)(C)C2	7
COc1ccc(S(=O)(=O)N2CCC(c3nc4ccccc4o3)CC2)c(OC)c1	8
O=C1c2c(-c3ccc(Br)cc3)noc2CCN1Cc1cn(-c2ccccc2)nn1	12
COC(=O)[C@]12C[C@H](CC(=O)NCc3cccc(C(F)(F)F)c3)C(=O)N(Cc3ccc4c(c3)OCO4)C1=C[C@H](C(C)C)O[C@@H]2C1CC1	6
Cc1ccccc1N1CCN(C(=O)CN2C(=O)CC(C)(C)S(=O)(=O)c3ccccc32)CC1	0
CN(C)c1ccc(C(=O)NC2CCCCN(Cc3ccc(Cl)cc3)C2=O)cc1 (stereo not drawn)	11
COc1cccc(OC)c1C(=O)NCCNc1nc2cc(C)cc(C)c2cc1C#N	-2
COC(=O)C/C=C/[C@H](C)[C@@H](NC(=O)C(F)(F)F)c1ccccc1Br	-4
O=C(C[C@@H]1CC[C@@H]2[C@H](COC[C@H](O)CN2C(=O)Nc2ccc(F)cc2)O1)NCCc1ccncc1	2
O=C(CSc1nnc(-c2cccnc2)n1C1CCCCC1)NC1CCCCCC1	5
Cn1cc(CC(=O)Nc2ccc(Nc3cccnc3)cc2)c2ccccc21	-6
C=CCCC1CN(Cc2ccc(OC)cc2)S(=O)(=O)c2c(Oc3cc(C)c(C)c(C)c3)cccc2O1 (stereo not drawn)	0
CCOC(=O)C1(Cc2ccccc2)CCN(Cc2ccccc2OC)CC1	5
O=S1(=O)c2ccc(Br)cc2OC[C@@H](Cc2ccccc2)N1Cc1cn(CCC2OCCO2)nn1	3
O=C(Nc1cc(Cl)ccc1F)C1CCCN(c2nnc(-n3cccc3)s2)C1 (stereo not drawn)	3

Shown as a markdown table: 7 of the compounds above.
| Compound | PrPC surface inh |
| --- | --- |
| COC(=O)[C@@]12C[C@@H](CC(=O)N3CCCC3)C(=O)N(CCc3ccc(OC)c(OC)c3)C1=CCC(C)(C)C2 | 7 |
| COc1ccc(S(=O)(=O)N2CCC(c3nc4ccccc4o3)CC2)c(OC)c1 | 8 |
| O=C1c2c(-c3ccc(Br)cc3)noc2CCN1Cc1cn(-c2ccccc2)nn1 | 12 |
| COC(=O)[C@]12C[C@H](CC(=O)NCc3cccc(C(F)(F)F)c3)C(=O)N(Cc3ccc4c(c3)OCO4)C1=C[C@H](C(C)C)O[C@@H]2C1CC1 | 6 |
| Cc1ccccc1N1CCN(C(=O)CN2C(=O)CC(C)(C)S(=O)(=O)c3ccccc32)CC1 | 0 |
| CN(C)c1ccc(C(=O)NC2CCCCN(Cc3ccc(Cl)cc3)C2=O)cc1 (stereo not drawn) | 11 |
| COc1cccc(OC)c1C(=O)NCCNc1nc2cc(C)cc(C)c2cc1C#N | -2 |

(cont.)
SMILES	PrPC surface inh
O=C(COCc1ccncc1)N1CCN(c2ccc(F)cc2Cl)CC1	10
CCOC(=O)[C@]12CCCC=C1N(CCc1ccc(OC)c(OC)c1)C(=O)[C@H](CC(=O)N1CCSCC1)C2	3
C[C@@H]1ON(C)[C@H]2C[C@H]3c4cc(Nc5ccccc5)ccc4CCN3C[C@@H]12	-20
COc1ccc(C(=O)NCCN2C(=O)C3C4C=CC(C4)C3C2=O)cc1OC (stereo not drawn)	3
COC(=O)C[C@@H]1CC[C@H](NC(=O)c2cnccn2)[C@@H](CO)O1	1
C#CCN1CC(N(C)CCOC(=O)CCCc2ccccc2)CS1(=O)=O (stereo not drawn)	-6
CC1CCCCN1S(=O)(=O)c1cc2c(=O)nc3ccccn3c2cc1Cl (stereo not drawn)	1
Cc1ccc(-n2c(SCC(=O)Nc3ccccc3-c3ccccc3)nnc2-c2ccco2)cc1	2
C=CCN1C(=O)[C@@H](CC(=O)N2CCSCC2)[C@]2(C(=O)OCC)CCCCC/C=C/12	5
COC(=O)[C@@]12C[C@@H](CC(=O)NCc3cccc4ccccc34)C(=O)N(Cc3ccco3)C1=CCC(C)(C)C2	6
CC(C)CCCCCCCCc1cccc(O)c1C(=O)O	0
COc1ccc(CCNC(=O)Cn2ncc3c2-c2cc(C)ccc2OC3)cc1	-4

Another view of part of the listing above:
COc1ccc(C(=O)NCCN2C(=O)C3C4C=CC(C4)C3C2=O)cc1OC (stereo not drawn)
  PrPC surface inh: 3
C=CCN1C(=O)[C@@H](CC(=O)N2CCSCC2)[C@]2(C(=O)OCC)CCCCC/C=C/12
  PrPC surface inh: 5
COC(=O)C[C@@H]1CC[C@H](NC(=O)c2cnccn2)[C@@H](CO)O1
  PrPC surface inh: 1
COc1ccc(CCNC(=O)Cn2ncc3c2-c2cc(C)ccc2OC3)cc1
  PrPC surface inh: -4

Next section:
SMILES	PrPC surface inh
COC1=CC(=O)OC(c2cccc(OC)c2)C1 (stereo not drawn)	-1
O=C(C(=O)N1CCN(S(=O)(=O)c2ccccc2)CC1)c1cccc(C(F)(F)F)c1	12
COCc1cc(N2CCNC[C@H]2C)ccc1N1CCN(Cc2ccccc2)[C@H](C)C1	-1
O=C1c2c(-c3ccc(Br)cc3)noc2CCN1Cc1cn(-c2ccc(Cl)cc2)nn1	-1
CCOC(=O)[C@]12CCCC=C1N(Cc1ccccc1)C(=O)[C@H](CC(=O)NCc1ccc(OC)c(OC)c1)C2	9
O=C(Cc1ccccc1)NC1CCCCN(Cc2cccc(Cl)c2)C1=O (stereo not drawn)	11
CC1=C2NC(N)=[N+](Cc3ccc4c(c3)OCO4)CC2NOC1 (stereo not drawn)	-5
O=C(NCc1ccco1)C1CCCN(S(=O)(=O)c2cccs2)C1 (stereo not drawn)	14
CCCCCCCCN1C(=O)[C@@H](CC(=O)NCC2CCCCC2)C[C@@]2(C(=O)OC)C1=C[C@H](C(C)C)O[C@@H]2C1CC1	-8
CCOC(=O)[C@@]12CN(C(=O)OC(C)(C)C)CC=C1N(Cc1ccc(OC)cc1)C(=O)[C@H]2CC(=O)NCc1cccc(C(F)(F)F)c1	-5
CCCCCCCCN1C(=O)[C@@H](CC(=O)N2CCN(C(=O)OCC)CC2)C[C@@]2(C(=O)OC)C1=C[C@H](C1CCCC1)O[C@@H]2C	-8
COc1ccc(CN2C/C(=C/c3ccccc3)N3C(=O)C[C@@H](c4ccc5ccccc5c4)N=C23)c(OC)c1	-4
C[C@@H]1ON(C)[C@H]2C[C@H]3c4[nH]c5cccc(-c6ccccc6)c5c4CCN3C[C@@H]12	-9
Cc1ccc(-c2cc(-c3nnc(SCC(=O)NC4CCCCC4)n3N)[nH]n2)cc1	4
C=C(C)CSc1nnc(-c2cc(-c3ccc(OC)cc3)n[nH]2)n1N	3
CCN(CC)C(=O)CC[C@@H]1CC[C@]2(CCCN(Cc3ccccn3)C2)O1	6
CC(=O)NCc1ccc(OCCCN2CCC(C(O)(c3ccccc3)c3ccccc3)CC2)cc1	-11
CCCCNC(=O)c1nc(-c2ccncc2)oc1-c1ccc(OC(F)(F)F)cc1	9
Brc1ccc(CN2CCCc3nc(-c4ccccc4)ccc32)cc1	-4
CCCCCC[C@H](CC)CN(C(=O)Oc1ccccc1)c1ccccc1	-9
COC(=O)[C@]12C[C@H](CC(=O)NCC34CC5CC(CC(C5)C3)C4)C(=O)N(Cc3ccc4c(c3)OCO4)C1=C[C@H](C(C)(C)C)O[C@@H]2C	1
CCCCCCCCN1C(=O)[C@@H](CC(=O)NCCc2ccccc2OC)C[C@@]2(C(=O)OC)C1=C[C@H](C(C)(C)C)O[C@@H]2C	-4
CCc1ccc(Cn2c(=O)n(Cc3ccc(C(=O)NCCCOC)cc3)c(=O)c3ccccc32)cc1	-8
O=C(c1cc(-c2ccc(Cl)cc2)nc2ccccc12)N1CCN(c2ncccn2)CC1	-8
CCOC(=O)[C@@]12CCCC3=C1N(CCC3)C(=O)[C@H]2CC(=O)NCCCN1CCCC1=O	-7
CN(CCOC(=O)CC1C=CCC1)C1CN(Cc2cn(Cc3ccccc3Cl)nn2)S(=O)(=O)C1 (stereo not drawn)	3
Cc1cc(N2CCN(Cc3ccc4c(c3)OCO4)CC2)n2nc(C)nc2n1	-9
[C-]#[N+][C@]12C(=O)[C@H](C=C(Cl)[C@@]1(C)C=C)C(C)(C)[C@H]1C(=O)N(C)c3cccc2c31	10
C[C@@H]1[C@@H](O)C[C@@]2(C[C@H](O)c3cc(Cl)cc(Cl)c3O2)O[C@H]1c1ccccc1Cl	7
CC1(C)CC(Cc2ccccc2C(F)(F)F)N(C(=O)OC(C)(C)C)C1 (stereo not drawn)	2
COC(=O)[C@]12C[C@H](CC(=O)NCCCCc3ccccc3)C(=O)N(Cc3ccccc3)C1=C[C@H](COCc1ccccc1)O[C@@H]2C	-1
O=C(NCCC1=CCCCC1)C1CCN(S(=O)(=O)c2ccccc2[N+](=O)[O-])CC1	5
COC(=O)c1cc2c(c3c4cc(OC)ccc4n(S(=O)(=O)c4ccc(OC)cc4)c13)C(=O)N(Cc1ccco1)C2	2
CC(C)CN1C(=O)C[C@]2(C(=O)N(C)c3ccc(NC(=O)C(F)(F)F)cc32)C1c1ccccc1 (stereo partly drawn)	7
O=C(OCCN1CCN(C2CN(Cc3cn(Cc4ccccc4Cl)nn3)S(=O)(=O)C2)CC1)c1cc2ccccc2o1 (stereo not drawn)	-3
COc1cccc(N2CCN(CC(=O)N(C)Cc3ccccc3Cl)CC2)c1	-8

Three entries already listed, sorted by molecular weight, rising.
SMILES	PrPC surface inh
CC(C)CCCCCCCCc1cccc(O)c1C(=O)O	0
CCOc1cccc(-c2nnc(SCC(=O)Nc3ccc4c(c3)OCO4)n2N)c1	-1
CC(C)CN1C(=O)C[C@]2(C(=O)N(C)c3ccc(NC(=O)C(F)(F)F)cc32)C1c1ccccc1 (stereo partly drawn)	7

Continuation:
SMILES	PrPC surface inh
COC(=O)C1=C(C)N(C)C(=NCc2cc(OC)c(OC)c(OC)c2)NC1c1cccc(F)c1 (stereo not drawn)	-1
c1csc(-c2nnc(SCc3cccc4ccccc34)o2)c1	-1
CC(=O)C1(C(=O)NC2CCCC2)CC(c2ccccn2)=NO1 (stereo not drawn)	3
COC(=O)C1CN(Cc2ccc(OC)cc2)CCS(=O)(=O)N1Cc1cn(Cc2ccccc2)nn1 (stereo not drawn)	-3
OCC1OC(C(N=Nc2ccccc2)=NNc2ccccc2)C(O)C1O (stereo not drawn)	-18
O=C(NC1CCCCC1)C(c1ccnc2ccccc12)n1c(=O)c(-c2cc3ccccc3[nH]2)nc2ccccc21 (stereo not drawn)	9
O=C(N[C@@H](Cc1cccnc1)C(=O)N1CCC[C@H]1C(=O)NC1CCCC1)c1ccc(Cl)c(Cl)c1	-2
C=CCOC(=O)Nc1nc(CCNC(=O)OC(C)(C)C)c(C(=O)OC)s1	1
Cc1ccccc1CN1CCCCC(NC(=O)c2ccc(-c3ccccc3)cc2)C1=O (stereo not drawn)	16
O=C(CSc1nc2sc3c(c2c(=O)n1-c1ccccc1)CCCC3)NN=Cc1ccc(OCc2ccccc2)cc1	-5
Cc1ccc(-n2c(SCC(=O)Nc3ccc(Oc4ccccc4)cc3)nnc2-c2ccco2)cc1	-10
CC1(C(=O)NCc2ccccc2)CSCC(=O)N1CCCN1CCOCC1 (stereo not drawn)	16
COCc1[nH]nc2c1C(c1ccc(F)cc1)N(c1ccc(OC)cc1)C2=O (stereo not drawn)	10
CCC[C@H]1[C@@H](OC(=O)NCc2ccc(Cl)cc2)CC[C@@]23CCCN2C(=O)CCC[C@@H]13	-1
CC(C)(C)NC(=O)C(c1ccncc1)n1c(=O)c(-c2cc3ccccc3[nH]2)nc2ccccc21 (stereo not drawn)	-12
CC1CCCCC1N(C(=O)c1cc(C2CC2)on1)C1CCCCCC1 (stereo not drawn)	-11
COC(=O)C1CN(CCc2ccccc2)CCS(=O)(=O)N1Cc1ccc(F)cc1 (stereo not drawn)	-3
Nc1ccn([C@@H]2O[C@H](C(=O)N3CCN(C(=O)N4CCCCC4)CC3)[C@@H](O)[C@H]2O)c(=O)n1	-2
